Source: PubChem BioAssay
Giardia killer: kills Giardia lamblia | Giardia lamblia trophozoite viability | activity change, % at 7.66 µM, hits read low | hit rate 0.15% among 340,000; in the data active = activity change below about -80%; inconclusive = between about -30% and that limit;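 note: parasites exposed to compound for two days anaerobically before the ATP read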
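Viability, read as ATP luminescence: trophozoites at 100 cells/well, compound added, 48 hrs anaerobic at 37 deg C, then 15-30 min room-temperature development before reading.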
FBPA coupling cs: coupling enzyme interference in Giardia aldolase counter-screen; coupling enzyme system counterscreen, AmpLite Red fluorescence; activity change, negative = inhibition, % at 58.2 µM, hits read low; hit rate 0.67% among 290,000; AID 2472; in the data active = activity change below about -30%
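Fluorescence at 525 nm excitation and 598 nm emission measured inhibition of the coupled detection system without aldolase. Compounds (at 57.5 uM final) were preincubated 10 min at room temperature with coupling enzyme reagent before a 20 min substrate/AmpLite Red step.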
PKM2 activator: increases activity of human pyruvate kinase M2; purified PKM2, Kinase-Glo ATP luminescence, activation; response scale: 0% is enzyme alone, no compound; Potency, µM (titrated, usually from 57.5 µM), inactives show top-dose activation, usual class: activators; P14618; hit rate 0.34% among 260,000; AID 1631; note: potency is the fitted concentration of half-maximal effect; nearly all actives have a fitted effect of over 55% in size
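hPK-M2, >95% pure; 0.1 mM ADP / 0.5 mM PEP final; imidazole pH7.2 buffer w/ 7 mM MgCl2, 50 mM KCl; 1 h RT; Kinase-Glo lum. Intermediate enzyme activity for dual inhibitor/activator qHTS.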
GALK inhibitor: inhibitors of human galactokinase; hit rate 0.007% among 270,000; Purified GALK, Kinase-Glo residual ATP luminescence; Potency, µM (series often up to 57.5 µM), for inactives: at the highest dose activity change, negative = inhibition, hits mostly inhibitors; AID 1868; note: potency is the fitted concentration of half-maximal effect
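Quantitative HTS: GALK 5 nM, ATP 35 uM, galactose 100 uM, 1 h room temperature, then luciferase-based ATP detection.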
Eya2 inh: blocks the phosphatase activity of human Eya2; recombinant Eya2, OMFP fluorescence dephosphorylation (OMFP is methylfluorescein phosphate); Potency, µM (series often up to 76.9 µM), inactives show top-dose activity, negative = inhibition, most hits filed as inhibitors; hit rate 0.006% among 330,000; AID 488837; note: potency is the fitted concentration of half-maximal effect
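Eya2 (0.2 uM) preincubated 10 min at ambient with compound, then OMFP substrate added at 50 uM; 10 min reaction in 50 mM HEPES pH 7.5, 50 mM NaCl, 5 uM MgCl2, 0.05% BSA, 1 mM DTT. Fluorescence read at Ex 485/Em 525 nm.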
KCNH2 3.1 inh: KCNH2 3.1 (human) potassium channel inhibition; U2OS KCNH2 3.1, thallium flux FluxOr; active compounds read low; AID 720553; hit rate 0.95% among 340,000; activity change, % (tested at about 1.8 µM);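 active = maximum activity change below -70%; inconclusive = maximum activity change from -70% to -50%; inactive = maximum activity change above -50%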;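 note: thallium influx rate constant from kinetic fluorescence after stimulation buffer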
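Thallium flux read-out: FluxOr dye with Red40 quencher in HBSS/HEPES, 45 min at RT. Rate constants from kinetic reads were normalized to positive and negative DMSO controls. Cells: U2OS virally expressing the 3.1 isoform.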
uPA generation: cell surface uPA generation inhibition; cell surface uPA generation assay, qHTS; Potency, µM (doses to about 38.3 µM), for inactives: at the highest dose activity change, negative = inhibition, usual class: inhibitors; hit rate 0.31% among 330,000; active = well fitted inhibition curve with a large enough effect; inconclusive = small, poorly fitted or top-dose-only effect; inactive = no such curve, though single readings can be large or run the other way; tested in mouse RAW 264.7 cells; note: potency is the fitted concentration of half-maximal effect; nearly all actives have a fitted effect of over 55% in size
B2AR arrestin: beta2AR (human) beta-arrestin recruitment activity; Potency, µM (series often up to 46.1 µM), for the others: at the top dose activation, usual class: activators; hit rate 0.02% among 330,000; beta-arrestin recruitment to beta2AR, cell-based reporter; AID 492947; P07550;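 note: potency is the fitted concentration of half-maximal effect; 0% = DMSO controls and full agonism = EC100 isoproterenol or metaproterenol; nearly all actives have a fitted effect of over 65% in size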
USP2a block: inhibitors of human ubiquitin-specific protease USP2a; O75604; USP2 core, Ub-CHOP2 coupled fluorogenic reporter, 485/531; Potency, µM (top dose mostly 38.3 µM), inactives show at the highest dose activity change, negative = inhibition, actives largely listed as inhibitors; hit rate 0.01% among 330,000; AID 463254;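 note: potency is the fitted concentration of half-maximal effect; plate controls were DMSO wells for no effect and full inhibition by NEM control for full effect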
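Cell-free coupled assay: 10nM USP2 core preincubated 30min RT with compound in Tris-HCl pH 8.0/CaCl2/CHAPS buffer, then 25nM Ub-CHOP2 and 25nM reporter substrate; fluorescence (Ex 485/Em 531) read after 60min RT, normalized to NEM inhibition, concentration-response curves fitted.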
Chronic BCR inh: inhibitors of chronic active B-cell receptor signaling. Potency, µM (doses to about 46.1 µM), for the others: at the top dose ratio change, negative = lower green/red ratio, usual class: inhibitors. hit rate 0.05% among 340,000. ABC-DLBCL IkBa-CBG/CBR reporter, luminescence ratio, 4 h; active = well fitted inhibition curve with a large enough effect in the signal ratio, with a control signal flat, not every such curve was filed as active; inconclusive = small, poorly fitted or top-dose-only effect, or effect the other way, or a change in a side signal; the % refers to the signal ratio;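 note: potency is the fitted concentration of half-maximal effect; plate controls were basal doxycycline-induced cells for no effect and cells given 10 µM MG132 for full effect; MG132 reads +100%, hits lower the ratio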
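TMD8 human ABC-DLBCL cells with doxycycline-inducible IκBα–green luciferase fusion and unfused red luciferase, in 0.5% FBS medium; compounds up to 46 uM, 4 h at 37C. Green/red luminescence ratio, filter-overlap corrected, fitted to concentration-response curves.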
hERG WT inh: inhibitors of human wildtype KCNH2 potassium channel; Q12809; U2OS, BacMam KCNH2, thallium flux FluxOr; active compounds read low; activity change, % at 1.84 µM; hit rate 0.37% among 340,000;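 active = maximum activity change below -70%; inconclusive = maximum activity change between -70% and -50%; inactive = maximum activity change above -50%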
Target sequence (Q12809 whole entry, looked up): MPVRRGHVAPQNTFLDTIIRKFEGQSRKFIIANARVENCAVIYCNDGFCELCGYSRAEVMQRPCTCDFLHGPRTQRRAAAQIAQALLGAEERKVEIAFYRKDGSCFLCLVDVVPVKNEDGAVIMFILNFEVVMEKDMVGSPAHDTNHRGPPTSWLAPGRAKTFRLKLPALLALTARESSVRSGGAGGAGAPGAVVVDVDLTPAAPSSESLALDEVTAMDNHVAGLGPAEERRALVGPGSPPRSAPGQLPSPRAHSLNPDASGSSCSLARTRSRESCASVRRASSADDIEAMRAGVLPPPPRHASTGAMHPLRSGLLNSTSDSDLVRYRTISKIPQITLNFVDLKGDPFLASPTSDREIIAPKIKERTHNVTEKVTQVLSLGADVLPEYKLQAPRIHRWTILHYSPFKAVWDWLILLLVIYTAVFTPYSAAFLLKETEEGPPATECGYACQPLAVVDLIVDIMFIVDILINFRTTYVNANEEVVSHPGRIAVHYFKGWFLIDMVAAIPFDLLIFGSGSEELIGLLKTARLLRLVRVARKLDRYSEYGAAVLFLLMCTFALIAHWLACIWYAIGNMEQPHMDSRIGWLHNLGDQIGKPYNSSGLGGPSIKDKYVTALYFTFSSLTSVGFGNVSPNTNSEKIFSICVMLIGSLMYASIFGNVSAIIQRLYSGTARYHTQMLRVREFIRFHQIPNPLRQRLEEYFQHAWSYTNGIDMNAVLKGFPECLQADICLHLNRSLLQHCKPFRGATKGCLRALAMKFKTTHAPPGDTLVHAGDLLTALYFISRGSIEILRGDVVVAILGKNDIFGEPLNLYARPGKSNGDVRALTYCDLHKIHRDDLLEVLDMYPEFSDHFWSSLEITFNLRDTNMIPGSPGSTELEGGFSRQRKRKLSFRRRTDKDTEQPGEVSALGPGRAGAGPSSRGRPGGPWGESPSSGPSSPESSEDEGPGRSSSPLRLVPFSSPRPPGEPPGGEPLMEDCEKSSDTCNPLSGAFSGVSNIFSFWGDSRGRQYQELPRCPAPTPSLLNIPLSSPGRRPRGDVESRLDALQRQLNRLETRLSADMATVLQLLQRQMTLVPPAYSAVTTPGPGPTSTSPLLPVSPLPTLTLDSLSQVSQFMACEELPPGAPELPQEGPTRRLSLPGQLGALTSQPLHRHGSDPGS
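U2OS cells transduced with wild-type KCNH2 virus are loaded with FluxOr dye for 45 min, and thallium flux is measured in kinetic reads before and after stimulation buffer. Rate constants are normalized to DMSO controls.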
Starred values were filed as active, the others as inactive; ? = inconclusive; nt = not tested or not shown; [ ] = remark or other dose. Unless noted, calls come from the whole dose curve; as a rule, active = well fitted curve in the direction sought with a large enough effect; inconclusive = small, poorly fitted or top-dose-only effect, or another doubt; inactive = no such curve, though single readings can be large; an effect the other way counts as inactive or inconclusive. Unless noted, % is set by controls: 0 for no effect and ±100 for the full control effect. Rows were taken by chance; overall some 2.4% were active at least once.

SMILES	Giardia killer	FBPA coupling cs	PKM2 activator	GALK inhibitor	Eya2 inh	KCNH2 3.1 inh	uPA generation	B2AR arrestin	USP2a block	Chronic BCR inh	hERG WT inh
COc1cccc(C(=O)Nc2ccc(-c3nnc(-c4ccco4)o3)cc2)c1	7	0	-1%	-5%	-3%	-4	1%	-1.0%	3%	2%	-4
O=C(COc1cccc2c1CCN(Cc1ccccc1F)C2=O)N1CCOCC1	nt	0	5%	0%	9%	nt	nt	-0.1%	0%	?	nt
CC(=O)Nc1cccc(C(=O)OCC(=O)N(c2ccccc2)C2CCS(=O)(=O)C2)c1 (stereo not given)	12	nt	nt	nt	-15%	27	0%	0.3%	1%	?	0
O=c1cc(CO)oc(C(Nc2ccccn2)c2ccc(C(F)(F)F)cc2)c1O (stereo not given)	-20	-1	10%	2%	0%	-2	-3%	-0.3%	0%	-4%	-9
COc1ccc(N2C(=O)CC(Sc3nnnn3-c3ccc(F)cc3)C2=O)cc1 (stereo not given)	-2	4	28µM*	-2%	-5%	2	-15%	-0.1%	9%	?	4
COc1ccc(C2C(C(=O)NCCN3CCOCC3)c3ccccc3C(=O)N2C2CCCCC2)cc1 (stereo not given)	4	2	-1%	1%	0%	13	-8%	0.4%	3%	?	-5
CC(C)[C@H](N)c1cn([C@@H](CO)C(=O)N2CCNCC2)nn1	20	nt	nt	nt	-16%	8	4%	-0.2%	1%	?	7
Cc1cc(NC(=O)COC(=O)c2cc(S(=O)(=O)N3CCOCC3)ccc2N2CCCCC2)no1	-3	-3	8%	-2%	4%	8	-2%	-0.1%	1%	4%	5
Cc1ccc(-c2cc(C(=O)NCc3cccnc3)no2)cc1	-4	1	2%	1%	4%	-7	nt	0.1%	1%	5%	-31
COCCN(CC1CCCN(C2Cc3ccccc3C2)C1)C(=O)CCC(F)(F)F (stereo not given)	-14	5	-3%	4%	-20%	-9	-18%	-0.1%	-1%	7%	11
CCOc1ccc(-c2c(C(=O)N/N=C(\C)c3cccnc3)nnn2-c2nonc2N)cc1	-18	5	-1%	10%	0%	-20	7%	0.4%	0%	-1%	5
CN(CC(=O)Nc1ccccc1Cl)C(=O)CSc1nnc(-c2ccco2)n1C	11	nt	nt	nt	21%	-16	1%	-0.2%	0%	-1%	5
Cc1nnc(SCc2ccc(Cl)cc2Cl)[nH]c1=O	8	20	-3%	1%	-14%	1	-5%	-0.2%	-1%	4%	-3
COc1ccc(CC(=O)Nc2cc(S(=O)(=O)N3CCOCC3)ccc2N2CCCC2)cc1OC	-6	nt	nt	nt	-1%	-1	-1%	-0.2%	3%	-4%	-2
O=C(O)C1=CC[C@@H](c2ccc(Cl)cc2)N(S(=O)(=O)c2ccc(Cl)cc2)[C@H]1c1ccccc1	?	nt	nt	nt	-10%	-7	8%	6.8%	-12%	?	8
Cn1nnnc1SCC(=O)N1CCc2ccccc2C1	4	-1	1%	0%	-2%	17	-3%	-0.2%	3%	?	21
O=C(N1CCCCC1)C12CC3CC(CC(C3)C1)C2	10	0	-15%	1%	-2%	2	-4%	-0.5%	1%	-3%	-8
COc1ccc(NC(C)=O)cc1NC(=O)CSc1nnc(-c2ccncc2)n1C	4	5	19%	-1%	-4%	9	2%	-0.9%	-1%	-1%	-5
COc1ccc(OC2CCN(S(=O)(=O)c3ccc(OC)cc3)CC2)cc1	-10	1	nt	2%	-30%	-6	-11%	0.4%	0%	-7%	-2
O=C(Nc1ccc2[nH]c(=O)[nH]c2c1)c1c(F)c(F)c(F)c(F)c1F	13	-1	-16%	6%	-2%	-6	1%	0.0%	0%	1%	1
O=C(Nc1ccc(F)c(Cl)c1)C1CCN(S(=O)(=O)c2cccnc2)CC1	5	0	0%	0%	-5%	6	8%	0.0%	0%	?	2
Cc1cccc(N2CC(C(=O)Nc3ccc4c(c3)OCCO4)CC2=O)c1C (stereo not given)	7	5	-7%	6%	4%	-8	2%	-1.1%	1%	?	-10
CCOc1cc(-c2noc(-c3ccncc3)n2)cc(Br)c1OC	-8	-1	2%	-2%	17%	5	0%	0.3%	4%	-1%	-11
O=c1c2ccccc2sn1-c1nccs1	-12	0	-81%	-2%	0%	-11	0%	0.0%	0%	-6%	5
O=c1c2ccccc2cnn1Cc1n[nH]c(=S)n1-c1ccc(Cl)cc1	-12	3	-19%	nt	-9%	11	-1%	0.0%	1%	-2%	4
SMILES	Giardia killer	FBPA coupling cs	PKM2 activator	GALK inhibitor	Eya2 inh	KCNH2 3.1 inh	uPA generation	B2AR arrestin	USP2a block	Chronic BCR inh	hERG WT inh
CCOC(=O)NC(=O)C(=CNNc1ncc(C(F)(F)F)cc1Cl)C(=O)NC(=O)OCC	38[activator]	4	-6%	-1%	8%	-5	2%	-0.3%	-1%	8%	-4
COc1ccc(/C=C2\SC(=S)N(CCCC(=O)Nc3cc(C)on3)C2=O)cc1OC	9	-3	3%	7%	2%	-12	nt	-0.4%	0%	?	4
COc1ccccc1NC(=S)N(Cc1ccccn1)Cc1ccccc1Cl	19	-1	3%	-1%	-7%	6	3%	3.8%	-1%	23%	-4
COc1ccccc1C(=O)OCCNC(=O)Cn1cnc2c1c(=O)n(C)c(=O)n2C	5	2	7%	11%	-5%	-16	0%	-0.2%	0%	1%	-6
CCN(CC)c1ccc(/C=C(\C#N)C(=O)NCc2ccccc2)cc1	-7	1	9%	1%	-3%	-1	-8%	-0.9%	6%	-7%	1
O=C(CC(c1ccccc1)C1CCCCC1=O)c1ccco1 (stereo not given)	4	0	0%	-3%	0%	-3	-2%	0.5%	0%	8%	-5
CCCCC(CC)CNC(=O)Cn1c(=S)[nH]c2ncccc2c1=O (stereo not given)	nt	1	2%	4%	13%	nt	nt	0.0%	-1%	-4%	nt
CCCCNC(=S)NNC(=O)c1c(Cl)c(C)nn1C	1	-4	-3%	1%	-1%	-13	2%	-0.3%	2%	?	-6
Cc1cc(OCC(=O)N(C)Cc2ccccc2)ccc1Cl	-15	0	-3%	2%	-4%	-17	4%	-0.8%	3%	0%	-1
COCCNC(=O)c1cc(-c2ccccc2OC)on1	-12	2	0%	2%	-13%	-2	7.1µM*	0.1%	1%	?	7
Cc1ccc2oc(-c3ccccc3C(=O)O)cc(=O)c2c1	-17	5	0%	1%	-9%[15.4 µM]	1	-2%	-0.1%	1%	4%	0
CC(C)(O)CC[C@H](OC(=O)c1ccccc1)[C@](C)(O)[C@H]1CC[C@@]2(O)C3=CC(=O)[C@@H]4C[C@@H](O)[C@H](O)C[C@]4(C)C3CC[C@]12C (stereo not given in full)	-20	-3	nt	1%	-5%	-1	-6%	-0.2%	2%	5%	-5
O=C(CSc1nc(-c2ccc(Cl)cc2)cs1)Nc1cccc([N+](=O)[O-])c1	-15	0	8%	-4%	3%	-9	?	-0.3%	-2%	?	-21
CC1=C(C(=O)OC(C)C)C2(O)C(=O)c3ccccc3C2(O)N1 (stereo not given)	20	-4	-2%	-3%	-3%	-10	-3%	-0.4%	-1%	-4%	-4
CCC(=O)Nc1ccc(S(=O)(=O)Nc2cc(C)on2)cc1	-20	4	4%	2%	-12%	-4	nt	-0.2%	2%	0%	3

Single records, from the list above:
Cc1cc(NC(=O)COC(=O)c2cc(S(=O)(=O)N3CCOCC3)ccc2N2CCCCC2)no1 across the screens: Giardia killer: -3; FBPA coupling cs: -3; PKM2 activator: 8%; GALK inhibitor: -2%; Eya2 inh: 4%; KCNH2 3.1 inh: 8; uPA generation: -2%; B2AR arrestin: -0.1%; USP2a block: 1%; Chronic BCR inh: 4%; hERG WT inh: 5
COc1ccc(CC(=O)Nc2cc(S(=O)(=O)N3CCOCC3)ccc2N2CCCC2)cc1OC across the screens: Giardia killer: -6; FBPA coupling cs: nt; PKM2 activator: nt; GALK inhibitor: nt; Eya2 inh: -1%; KCNH2 3.1 inh: -1; uPA generation: -1%; B2AR arrestin: -0.2%; USP2a block: 3%; Chronic BCR inh: -4%; hERG WT inh: -2

Three of the entries above in order of the Eya2 inh value, falling:
Molecule | PKM2 activator | GALK inhibitor | Eya2 inh | uPA generation | B2AR arrestin | Chronic BCR inh
COc1ccc(/C=C2\SC(=S)N(CCCC(=O)Nc3cc(C)on3)C2=O)cc1OC | 3% | 7% | 2% | nt | -0.4% | ?
Cc1cc(OCC(=O)N(C)Cc2ccccc2)ccc1Cl | -3% | 2% | -4% | 4% | -0.8% | 0%
COCCNC(=O)c1cc(-c2ccccc2OC)on1 | 0% | 2% | -13% | 7.1µM* | 0.1% | ?
